# D1 ag: agonists of human D1 dopamine receptor. HEK293 T-REx D1 cells, calcium flux, agonist mode. activation, % at 2 µM. P21728. 360,000 tested, 1% active; in the data active = activation above about 30%; also: 0% is about no effect
# Target sequence (P21728 whole entry, looked up): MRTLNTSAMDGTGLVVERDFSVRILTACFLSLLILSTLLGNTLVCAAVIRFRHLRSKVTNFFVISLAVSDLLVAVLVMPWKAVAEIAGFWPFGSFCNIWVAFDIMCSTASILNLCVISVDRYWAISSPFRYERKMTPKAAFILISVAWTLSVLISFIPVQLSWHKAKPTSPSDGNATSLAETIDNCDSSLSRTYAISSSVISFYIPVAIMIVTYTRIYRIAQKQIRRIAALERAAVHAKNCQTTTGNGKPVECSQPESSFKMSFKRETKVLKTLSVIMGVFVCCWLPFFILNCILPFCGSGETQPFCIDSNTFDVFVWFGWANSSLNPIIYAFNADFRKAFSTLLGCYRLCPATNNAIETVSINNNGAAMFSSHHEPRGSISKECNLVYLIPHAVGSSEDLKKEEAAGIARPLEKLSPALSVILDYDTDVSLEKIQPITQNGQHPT
#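 Inducible HEK293 T-REx D1 cells, force-coupled to calcium signalling, were plated at 4000 cells/well with tetracycline and held overnight at 30 C. After no-wash calcium dye loading, compound-evoked calcium rise over 180 s flagged agonists.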
# D2 antag: antagonizes the human D2 dopamine receptor; 340,000 tested, 2% active; AID 485344; inhibition, % at 10 µM; HEK293 TREx D2 cells, calcium flux, dopamine EC80; in the data active = inhibition above about 30%; also: 0% is about no effect
#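 Overnight-induced (tetracycline, 30 C) HEK293 T-REx cells carrying force-coupled D2 receive a no-wash calcium dye, then compound, then EC80 dopamine at 180 s; signals are read kinetically throughout.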
# D2 agonist: agonists of human D2 dopamine receptor. HEK293 T-REx D2 cells, calcium flux agonist mode. 340,000 tested, 0.53% active. activation, % at 2 µM. P14416;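 active = activation over 3 SD above normal in the single-dose calcium agonist read, cut at about 30% in these data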; also: 0% is about no effect
#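 Calcium-flux readout, 1 cycle/sec over 180 s following compound pin transfer, in inducible HEK293 Trex D2 cells (force-coupled); dopamine controls included. Positive calcium responses during this window marked compounds as potential agonists.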
# D2 potentiator: positive allosteric modulators of human D2 dopamine receptor | potentiation, % at 10 µM | P14416 | 340,000 tested, 0.34% active | HEK293 T-REx D2, calcium flux, EC20 dopamine potentiation;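 active = potentiation over 3 SD above the plate norm, cut at about 30% in these data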; also: 0% is about no effect
#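 Cells plated with tetracycline inducer and held overnight at 30 C; calcium dye loaded 30–90 min at room temperature; baseline taken, compound added and read 180 s; EC20 dopamine then added and read 180 s.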
# D1 potentiator: potentiators of human D1 dopamine receptor; AID 504651; HEK293 TREx D1 cells, calcium flux, dopamine EC20 potentiation; 360,000 tested, 0.036% active; potentiation, % at 10 µM; in the data active = potentiation above about 30%; also: 0% is about no effect
# TRHR enhancer: allosterically enhances the human TRH receptor. TRHR cells, fluo-8 calcium fluorescence, EC20 TRH enhancement. enhancement, % at 2 µM. 360,000 tested, 0.66% active; in the data active = enhancement above about 30%; also: 0% is about no effect
# Target sequence (P34981 whole entry, looked up): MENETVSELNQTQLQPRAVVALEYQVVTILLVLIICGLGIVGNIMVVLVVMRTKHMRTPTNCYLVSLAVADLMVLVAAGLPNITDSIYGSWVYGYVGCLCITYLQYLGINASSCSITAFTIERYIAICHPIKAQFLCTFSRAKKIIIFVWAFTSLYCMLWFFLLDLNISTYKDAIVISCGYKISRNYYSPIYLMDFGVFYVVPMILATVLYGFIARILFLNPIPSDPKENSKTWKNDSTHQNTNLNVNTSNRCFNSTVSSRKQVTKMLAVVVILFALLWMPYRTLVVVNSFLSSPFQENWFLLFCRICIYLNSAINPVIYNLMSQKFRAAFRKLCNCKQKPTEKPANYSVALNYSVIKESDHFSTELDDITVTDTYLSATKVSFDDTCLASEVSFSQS
#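 Enhancer read-out: after compound pinning and an initial kinetic agonist-mode read, an EC20 of TRH (10 nM final) was injected and fluo-8 calcium signal (Ex 480/Em 530) followed at 1 s/cycle for 100 cycles in TRHR-expressing cells.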
# RXFP1 antagonist: RXFP1 (human) relaxin receptor antagonism; 350,000 tested, 0.59% active; HEK293-RXFP1, relaxin-stimulated cAMP HTRF, 30 min; stronger effect = lower value; activity change, negative = inhibition, % at 57.5 µM;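 active = activity change of -60% or lower, but not beyond a set lower limit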; also: % is scaled to controls: 0 for no effect and ±100 for the full control effect
# RXFP1 agonist: RXFP1 (human) receptor agonism; Q9HBX9; HEK293T-RXFP1 cAMP TR-FRET, 30 min; response scale: percent of porcine relaxin response, buffer zero; Potency, µM (titrated, usually from 57.5 µM), for inactives: at the highest dose activation, hits mostly activators; 370,000 tested, 0.3% active; AID 2676; active = well fitted activation curve with a large enough effect; also: potency is read from the fitted curve at half-maximal effect; % is scaled to controls: 0 for no effect and ±100 for the full control effect; nearly all actives have a fitted effect of over 60% in size; many of its hits are not listed in these tables
#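 HEK293T cells stably expressing RXFP1 were pretreated with the PDE4 inhibitor Ro 20174, exposed to compounds for 30 min at 37C, lysed, and cAMP was read by TR-FRET. Data normalized to buffer (basal) and 29 nM porcine relaxin (100%).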
# D1 antag: human D1 dopamine receptor antagonism; P21728; HEK293 TREx D1 cells, calcium flux, dopamine EC80; stronger effect = lower value; activity change, negative = inhibition, % at 10 µM; 360,000 tested, 3.2% active; AID 504652; in the data active = activity change below about -30%; also: % is scaled to controls: 0 for no effect and ±100 for the full control effect
#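 Using tetracycline-induced force-coupled D1 Hek293 cells and a calcium dye, signals were followed for 180 s after compound, then for 180 s after EC80 dopamine, to detect inhibitors.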
# * = called active by the depositor; . = not tested or not shown; & = joins results of further samples.
smiles	D1 ag	D2 antag	D2 agonist	D2 potentiator	D1 potentiator	TRHR enhancer	RXFP1 antagonist	RXFP1 agonist	D1 antag
COCCN1C2=C(C(=O)CC(C)(C)C2)C(c2ccc(OC)c(OC)c2)C2=C1CC(C)(C)CC2=O	1	-5	1.5	-3	3	-4	3	1.4%	-1
CC(C)(O)P(C)(=O)c1ccccc1 (stereo not drawn)	1	23	-1.2	-5	0	-1	2	0.0%	-8
CCCCC(CC)C1OCC(CN2CCCCC2)O1 (stereo not drawn)	3	-4	-1.1	10	0	7	-2	0.2%	-5
CC(NC(=O)c1cc(Br)ccc1Br)c1ccccc1 (stereo not drawn)	2	2	-0.3	9	-3	-3	.	0.7%	-18
CCOc1ccc(OCC)c(Nc2cc(C)nc3ncnn23)c1	-1	-18	-0.1	4	7	0	.	0.0%	3
Cn1c(SCC(=O)Nc2ccccc2O)nnc1-c1ccco1	3	-2	-0.4	1	-6	13	3	0.9%	9
CCOC(=O)c1c(C)c(C(=O)N2CCCCCC2)c(C)n1CC	-1	-13	-0.1	-4	-3	-2	-1	1.0%	4
O=C(Nc1cccc(-n2cnnn2)c1)c1ccc(C(F)(F)F)cc1	4	57*	0.0	-17	-4	8	4	0.0%	-32*
O=C(O)C1CCN(C(=O)c2scc3c2OCCO3)CC1	3	-19	-0.4	10	-2	0	-14	0.2%	-21
COc1cc(S(C)=O)ccc1-c1nc2ncccc2[nH]1 (stereo not drawn)	-2	-7	1.0	2	-7	-3	.	2.6%	10
Cn1ccnc1SCCC#N	2	8	-0.6	-5	-3	14	-2	0.0%	-4
CCOCCc1c(O)nc(SCC(=O)N2CCOCC2)[nH]c1=O	1	-5	0.6	-6	-2	-8	-8	-3.8%	5
Cc1ccc(-c2cn(-c3ccc(SC(F)F)cc3)c3[n+]2CCC3)cc1	2	.	.	19	-10	15	-8	-0.5%	-23
CC(=O)Nc1ccc(C(=O)OCc2ccccc2Br)cc1	3	-1	-0.8	1	-9	2	-2	-1.3%	-1
O=c1[nH]c2ccc(NCc3ccccc3OCc3ccc(Cl)cc3)cc2[nH]1	12	12	-0.4	9	5	1	-12	-0.5%	-2
COc1ccc(S(=O)(=O)Nc2cccc(-c3ccc(N4CCC(C)CC4)nn3)c2)c(OC)c1	3	.	-0.9	-3	5	3	-13	0.7%	13
C=CCNC(=O)c1ccccc1NC(=O)c1ccc(Cl)c(S(=O)(=O)Nc2ccccc2)c1	2	-5	0.6	0	-3	-37	7	3.0%	-9
Cn1nnnc1Sc1ncnc2scc(-c3ccc[nH]3)c12	3&-1	-24	-0.2	0	1&3	3&-4	.	2.8%	-1&6
CC(=O)N1c2ccccc2CC1C(=O)N1CCN(c2ccccc2F)CC1 (stereo not drawn)	0	.	-0.5	0	0	3	-8	-1.9%	16
CC(=O)Nc1sc(C)c(C)c1C(=O)OCC(=O)NCc1ccc(Cl)cc1	0	5	0.2	10	-2	7	-5	4.6%	9
Cc1ccc(S(=O)(=O)N2CCC(n3c(C)nc4cccnc43)CC2)c(C)c1	15	.	-0.8	0	-3	-5	-8	3.4%	-2
Cc1csc(NC(=O)Cc2ccc(Br)cc2)n1	7	3	0.2	8	-3	-2	1	0.8%	-25
Cc1nonc1C1CCCN1Cc1nc(-c2ccc(F)cc2F)oc1C (stereo not drawn)	0	13	0.2	4	-6	-7	-3	-1.5%	-2
Nc1c(Cl)cc(-c2cn(CCC(=O)O)c(-c3ccncc3)n2)cc1Cl	1	.	.	10	-2	6	.	0.1%	-14

# Sorted by the number under D2 antag (falling): some entries from above.
structure	D1 ag	D2 antag	D2 potentiator	D1 potentiator	TRHR enhancer	RXFP1 antagonist	D1 antag
O=C(Nc1cccc(-n2cnnn2)c1)c1ccc(C(F)(F)F)cc1	4	57*	-17	-4	8	4	-32*
O=c1[nH]c2ccc(NCc3ccccc3OCc3ccc(Cl)cc3)cc2[nH]1	12	12	9	5	1	-12	-2
CC(=O)Nc1sc(C)c(C)c1C(=O)OCC(=O)NCc1ccc(Cl)cc1	0	5	10	-2	7	-5	9
CC(NC(=O)c1cc(Br)ccc1Br)c1ccccc1 (stereo not drawn)	2	2	9	-3	-3	.	-18
CCCCC(CC)C1OCC(CN2CCCCC2)O1 (stereo not drawn)	3	-4	10	0	7	-2	-5
COc1cc(S(C)=O)ccc1-c1nc2ncccc2[nH]1 (stereo not drawn)	-2	-7	2	-7	-3	.	10

# Later entries:
smiles	D1 ag	D2 antag	D2 agonist	D2 potentiator	D1 potentiator	TRHR enhancer	RXFP1 antagonist	RXFP1 agonist	D1 antag
Cc1cccc(NC(=O)CCSc2ccccn2)c1	4	-4	-0.6	0	4	1	0	-0.1%	-7
COC(=O)c1cscc1NC(C)=O	1	.	0.5	-3	6	5	-7	1.3%	2
COc1ccc(C(=O)c2c3ccc([N+](=O)[O-])cc3[n+]([O-])n2CCCN)cc1	4	5	1.5	-1	-1	-6	.	0.1%	3
COC(=O)c1cc(F)c(S(=O)(=O)N2CCN(S(=O)(=O)c3ccc4c(c3)OCCO4)CC2)cc1F	0	.	.	.	2	1	.	.	-16
NC(=O)CN(c1ccc(Cl)cc1)S(=O)(=O)c1ccccc1	1	-2	1.9	6	-5	-4	19	0.4%	5
CC(C)[N+](C)(CCOC(=O)C1c2ccccc2Oc2ccccc21)C(C)C	4	-3	-1.6	-1	-4	3	11	0.1%	-7
COCCCN1C(=O)c2ccc(C(=O)OCC(=O)N(CCC#N)c3cc(C)cc(C)c3)cc2C1=O	1	-12	0.3	5	-1	-3	1	-1.2%	3
CNC(=O)CN(c1cccc2ccccc12)S(C)(=O)=O	-1	6	-0.1	-1	3	7	2	0.0%	28
COc1ccc(N2CCN(C(=O)c3ccc(CNS(=O)(=O)c4cc(C)ccc4C)cc3)CC2)cc1	3	.	.	.	-2	-4	-18	-4.6%	-19
CC(C)C(=O)c1cc2c(cc1NC(=O)c1ccccc1F)OCCO2	6	.	-0.1	2	7	23	-23	1.8%	23
Cc1[nH]c(=O)c(C#N)c(C)c1Br	2	.	.	41*	-2	-5	-7	12%	12
Cc1cccc(C)c1NC(=O)c1cccc(N2C(=O)C3CCC(C)CC3C2=O)c1 (stereo not drawn)	2	-15	0.4	7	-5	2	-6	5.6%	11
Cc1ccc(C)c(NS(=O)(=O)c2ccc(OCC(=O)N3CCCC3)cc2)c1	1	8	-0.2	-5	-1	-5	32	0.1%	.
C/C(=N/NC(=O)c1ccncc1)c1ccc(NC(=O)c2ccc(Cl)cc2Cl)cc1	6	-8	0.1	-15	2	1	3	0.3%	1
COc1ccccc1CNC(=O)C1CCCN(c2cnccn2)C1 (stereo not drawn)	3	-3	-1.1	2	4	2	10	-4.4%	-6
O=S(=O)(Nc1ccccc1)c1ccc(NS(=O)(=O)c2c(F)cccc2F)cc1	-1	-8	-1.3	30	1	5	9	-6.6%	-4
CCC(CO)n1c(SCc2cc(=O)oc3cc(C)ccc23)nc2ccccc2c1=O (stereo not drawn)	2	11	-1.4	-2	-1	-1	3	-1.8%	10
CC(C)C(NC(=O)c1ccc(S(=O)(=O)N2CCOCC2)cc1)c1nc2ccccc2[nH]1 (stereo not drawn)	-2	3	-1.3	-6	0	16	-19	-0.5%	-11
CCOC(=O)c1[nH]c2cc(OC)c(OC)cc2c1N	1	4	-0.2	-4	1	-1	-10	-0.9%	2
O=C(NO)c1ccc(OC(F)F)cc1	3	3	0.4	-3	-1	-1	2	2.8%	11
Cc1ccccc1N1C(=O)[C@@H]2Cc3ccccc3CN2C1=O	2	-16	1.0	1	0	-2	26	-1.1%	-6
CCC(C)NC(=O)c1ccccc1NC(=O)c1ccc(CSc2ccccc2)cc1 (stereo not drawn)	36*	-11	1.6	-2	-4	-1	-9	0.8%	-4
c1ccc(-c2nnc3ccc(N4CCC5(CC4)OCCO5)nn23)cc1	3	-5	-1.0	-2	-3	3	-9	16%	-15
CCOC(=O)c1[nH]c(C)c(CCC(=O)Nc2ccc(C)cc2Cl)c1C	3	.	-0.8	.	-1	3	-2	15%	4

# By substructure, the compounds so far with a COOH group.
smiles	D1 ag	D2 antag	D2 agonist	D2 potentiator	D1 potentiator	TRHR enhancer	RXFP1 antagonist	RXFP1 agonist	D1 antag
O=C(O)C1CCN(C(=O)c2scc3c2OCCO3)CC1	3	-19	-0.4	10	-2	0	-14	0.2%	-21
Nc1c(Cl)cc(-c2cn(CCC(=O)O)c(-c3ccncc3)n2)cc1Cl	1	.	.	10	-2	6	.	0.1%	-14

# The list goes on.
smiles	D1 ag	D2 antag	D2 agonist	D2 potentiator	D1 potentiator	TRHR enhancer	RXFP1 antagonist	RXFP1 agonist	D1 antag
COc1cccc(CNC(=O)C2CCN(S(=O)(=O)c3ccc4c(c3)CC(C)N4C(C)=O)CC2)c1 (stereo not drawn)	0	-10	-1.4	-5	-5	-2	-25	1.6%	0
COc1ccc(S(=O)(=O)N2CCCCC2)cc1NC(=O)CCCOc1ccccc1	6	26	-1.0	-16	-9	-5	15	0.4%	-19
COc1ccccc1OC(=O)Cc1cccc2ccccc12	11	8	-1.2	6	-4	1	-23	1.8%	1
COc1ccc(-c2noc(N3CCCC(C(=O)Nc4cc(F)ccc4F)C3)n2)cc1 (stereo not drawn)	3	-15	0.8	-10	-8	14	0	1.0%	-16
COC(=O)c1cccc(NS(=O)(=O)c2ccc(OC)c(C(=O)N3CCOCC3)c2)c1C	2	24	0.8	-3	-9	12	2	-0.5%	-3
CC1=NOC(=O)/C1=C/c1ccc(O)cc1	3	-4	0.9	-2	2	2	-13	-1.3%	-19
CCC(Sc1nc(-c2ccccc2)c(-c2ccccc2)[nH]1)C(=O)O (stereo not drawn)	3	-2	0.3	0	-3	1	10	-1.3%	-5
COc1ccc(OCC(=O)Nc2ccccc2C(=O)N2CCCC2)cc1	1	-6	0.9	-3	-6	1	-3	2.6%	0

# Screens from PubChem.

# An excerpt, so the mix of outcomes need not match the whole.
